TNAP activators: stimulation of alkaline phosphatase TNAP activity – biochemical, luminescent, no phosphate acceptor, uHTS, primary screen (AID 1001) | purified TNAP, luminescent activation assay, no phosphate acceptor; higher activation fold means a stronger effect | activation fold at 20 µM, or EC50 in µM where a hit was titrated | actives 0.03% (n = 200,000); in the data active = activation fold from about 3, or a potency from the dose series; inactive = the rest, 99 in 100 with activation fold below about 1.6; also: many of its hits are not listed in these tables
UTI89 phage lysis: inhibition of K1F phage lysis, E. coli UTI89, bacterial capsule biogenesis inhibitors, alamar blue (AID 488966) | E. coli UTI89 K1F phage lysis, alamar blue, 2 h; higher % means a stronger effect | inhibition, % at 100 µM, or IC50 in µM where a hit was titrated | actives 0.02% (n = 340,000);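 active = phage lysis inhibition, versus mean bacterial control, above a set limit; inconclusive = no clear call, values can overlap the other calls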;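 also: capsule biogenesis inhibitors block K1F phage lysis so surviving cells raise fluorescence; higher fluorescence means more inhibition of phage lysis; actives were called in the ten point dose series up to 300 µM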
West Nile antiviral: West Nile virus antiviral activity, cell-based, CPE readout (AID 1621); West Nile virus-infected cells, CPE inhibition; higher % means a stronger effect; CPE inhibition, % at 10 µM; hits with a dose series show IC50 in µM; actives 0.02% (n = 290,000); in the data active = a potency from the dose series; inconclusive = CPE inhibition mostly from about 3.7% at the one dose, without a potency; inactive = the rest, 99 in 100 with CPE inhibition below about 2.2%; also: strong numbers were not always called active
M1AAP inhibition: malaria alanyl aminopeptidase activity blockers – biochemical, fluorogenic H-Leu-NHMec substrate, 1536-well (AID 1445); recombinant M1AAP, H-Leu-NHMec fluorogenic kinetic assay; higher % means a stronger effect; actives 0.42% (n = 220,000); one-dose inhibition, % at 30 µM; IC50 in µM for titrated hits;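 active = primary inhibition above the hit cutoff, then over 50% inhibition at one or more dose response concentrations, cut at about 23% in these data, passing the limit was not always enough; inconclusive = conflicting primary data, or primary hits not chosen for dose response; inactive = low primary inhibition, or under 50% at every dose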;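 also: plate controls were DMSO full reaction for no effect and no enzyme background for full effect; strong numbers were not always called active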
human PMI inhibitors: human PMI inhibitors, high substrate, primary screen, biochemical, fluorescence intensity, high mannose 6-phosphate (AID 1220); recombinant PMI enzyme, coupled fluorescence intensity; higher % means a stronger effect; one-dose inhibition, % at 20 µM; IC50 in µM for titrated hits; actives 0.66% (n = 190,000)
M17LAP inhibition: P. falciparum M17LAP inhibitors, primary screen, biochemical, fluorogenic H-Leu-NHMec substrate, 1536-well (AID 1619); recombinant M17LAP, H-Leu-NHMec fluorogenic kinetic assay; higher % means a stronger effect; inhibition, % at 30 µM; hits with a dose series show IC50 in µM; actives 0.38% (n = 220,000);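 active = compound inhibiting the enzyme by more than half at any dose during confirmatory dose-response retesting; inconclusive = strong single-dose inhibitors picked by rank but not retested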;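 also: plate controls were full reaction with DMSO carrier for no effect and no enzyme background for full effect; strong numbers were not always called active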
RSV CPE inhibition: inhibition of RSV-induced cytopathic effect – HEp-2 cells, primary 10 µM value included (AID 2391); HEp-2 cells, RSV-induced CPE inhibition; higher % means a stronger effect; CPE inhibition, % at 10 µM, or IC50 in µM where a hit was titrated; actives 0.13% (n = 310,000); in the data active = a potency from the dose series; inconclusive = CPE inhibition mostly from about 23% at the one dose, without a potency; inactive = the rest, 99 in 100 with CPE inhibition below about 21%; also: strong numbers were not always called active
human PMI inhibition: inhibitors of human PMI, primary screen, biochemical, fluorescence intensity, coupled assay (AID 1209); actives 0.42% (n = 190,000); purified PMI enzyme, coupled fluorescence intensity; higher % means a stronger effect; inhibition, % at 20 µM; hits with a dose series show IC50 in µM;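 also: plate controls were DMSO vehicle for no effect and wells lacking substrate for full effect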
T cell HTS: modulates CD8 T cell binding to vesicles; calls only at 7 µM; actives 0.068% (n = 330,000); 2C CD8+ T cell-vesicle binding, flow cytometry; hits give low values;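 active = response, share of CD8 T cells binding vesicles, and their 90th percentile fluorescence all below set limits, cut at about 80% in these data, passing the limit was not always enough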
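Benchmarks: naked versus QL9-loaded vesicles / Assay system: purified 2C TCR transgenic mouse naive CD8+ T cells / Technique: high-throughput flow cytometry with anti-B7-1 and anti-CD8 staining / Timing: Cell–vesicle co-incubation 1.5 h at 37 °C, staining 20 min on ice / Read-out: percent CD8+ FL2 mean versus row control / Probe or stimulus: QL9-loaded Drosophila micro-vesicles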
T cell HTS vesicle-bound %: also measured in T cell HTS; calls as there; double positive events, %; measured here: CD8+ vesicle-bound cell fraction;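 binding gate set so that unloaded-vesicle control wells show 10% double positive cells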
Starred values were filed as active, the others as inactive; i = inactive; ? = inconclusive; nt = not tested or not shown; [ ] = another dose, or the depositor's remark. Rule as the data show it, unless noted: active = inhibition above about 50%; inactive = the rest.

SMILES	TNAP activators	UTI89 phage lysis	West Nile antiviral	M1AAP inhibition	human PMI inhibitors	M17LAP inhibition	RSV CPE inhibition	human PMI inhibition	T cell HTS	T cell HTS vesicle-bound %
COc1ccc(CNc2ncc(-c3cccc([N+](=O)[O-])c3)n2C)c(OC)c1OC	nt	-2.4%	-0.9%	nt	nt	nt	-0.3%	nt	i	10
O=C(N/N=C1/CC2C=CCC12)c1ccc(Br)o1 (stereo not drawn)	1	0.2%	-0.3%	14%	0%	22%	0.1%	-6%	i	51
Cc1ccc2nc(-c3ccccc3Cl)cc(C(=O)Nc3cc(C)on3)c2c1	1.1	1.1%	0.1%	6%	6%	2%	5.3%	9%	i	30
O=C1COc2ccc(S(=O)(=O)Nc3ccc(OC(F)(F)F)cc3)cc2N1	nt	-0.6%	-1.1%	nt	nt	nt	?	nt	i	10
CCc1cccc2c(C(=O)C(NCCCOC)c3ccccc3)c[nH]c12 (stereo not drawn)	nt	0.7%	-0.2%	nt	nt	nt	4.5%	nt	i	36
OC(CCN1CCCCC1)(c1ccccc1)C1CCCCC1 (stereo not drawn)	1.1	4.7%	-0.2%	2%	-4%	-7%	-1.1%	-8%	i	21
CC(=O)c1ccc(N2CCN(C(=O)c3ccc(-c4ccccc4)cc3)CC2)cc1	nt	0.1%	-0.3%	nt	nt	nt	11%	nt	i	52
O=C(Nc1nnc(Cc2ccccc2)s1)c1ccccc1	nt	-0.9%	-0.4%	nt	nt	nt	1.5%	nt	i	66
COc1ccc(NC(=O)N2CCC(O)(c3cccnc3)CC2)c(OC)c1	1.1	2.4%	0.2%	1%	0%	-5%	1.1%	9%	i	60
N#CCCC(CCC#N)C1=NCCc2ccccc21	nt	0.1%	0.1%	-3%	nt	11%	1.7%	nt	i	40
CCOC(=O)/C(C)=C1\NC(C)(C)Cc2ccccc21	1	-0.1%	0.0%	7%	38µM*	-21%	nt	95%*	nt	nt
COc1ccc(S(=O)(=O)N2CCN(Cc3cc(OC)c(OC)cc3OC)CC2)cc1	nt	0.1%	-1.0%	nt	nt	nt	1.1%	nt	i	36
CCCc1cc(=O)[nH]c(Nc2ccc(Cl)cc2)n1	1.1	-0.2%	-0.6%	4%	-1%	2%	4.9%	-10%	i	25
Cc1ccc(N(C(=O)Cn2nnc(-c3ccc(F)cc3)n2)C(C(=O)NC(C)(C)C)c2ccncc2)cc1 (stereo not drawn)	1	0.4%	-1.7%	-3%	9%	3%	2.7%	13%	i	62
COc1ccc(/C(N)=N/OC(=O)CCCc2ccccc2)cc1OC	1.2	-4.4%	-0.9%	5%	17%	2%	0.2%	19%	i	32
COc1ccc(NC(=O)[C@@H](NC(=O)c2ccccc2F)C(C)C)cc1S(=O)(=O)N1CCOCC1	1.1	-0.1%	-0.5%	12%	0%	24%	1.1%	0%	i	46
Cc1ccc(C(=O)NC2CC3CCCC(C2)N3Cc2ccccc2)cc1 (stereo not drawn)	nt	-0.2%	0.9%	nt	nt	nt	0.7%	nt	i	64
Cc1cccc(OCC(=O)NCC(=O)n2nc(C)cc2C)c1	1.1	4.7%	0.1%	4%	1%	22%	1.7%	5%	i	25
O=C(Cc1cccc2ccccc12)Nc1ccc(N2CCOCC2)cc1	1	0.1%	0.4%	2%	44%	1%	-0.2%	1%	i	32
COc1ccc(NC2CCCN(C(=O)CCc3cccc(Cl)c3)C2)cc1 (stereo not drawn)	nt	0.0%	-0.4%	nt	nt	nt	-0.6%	nt	i	20
O=C(Nc1cccc(F)c1)c1ccc(S(=O)(=O)N2CCOCC2)cc1	1.1	0.3%	0.0%	2%	3%	3%	2.6%	2%	i	41
Cc1ccc(C(=O)N/C(=C\c2cccs2)C(=O)NCCc2c[nH]c3ccccc23)cc1C	1	-0.3%	0.4%	2%	12%	-1%	3.9%	14%	i	33
Cc1ccc(NC(=O)c2cc(=O)[nH]c3ccccc23)cc1	nt	0.4%	-0.2%	nt	nt	nt	0.5%	nt	i	22
CCOC(=O)c1cccc(C(=O)Oc2ccccc2)n1	1.4	0.1%	0.3%	5%	-5%	1%	0.2%	-3%	i	47
CCc1cc(-c2n[nH]c(C)c2-c2nc3ccccc3n2C)c(O)cc1O	1.8	nt	-0.8%	14%	6%	-3%	-0.4%	6%	i	35
CCc1cc(C(=O)NC2CCCN(Cc3ccccc3F)C2)n(C)n1 (stereo not drawn)	nt	0.5%	-1.3%	nt	nt	nt	5.1%	nt	i	10
CN(C)CCN(C(=O)c1cccc(Cl)c1)c1nc2c(Cl)cccc2s1	1	0.1%	-0.3%	8%	6%	5%	0.3%	11%	i	44
O=C1CCC/C(=N/Nc2ccc(Cl)cc2)C1	1.1	0.0%	-0.8%	11%	-56%	5%	9.8%	-26%	i	9
COC(=O)c1cc(=O)[nH]c(SCc2cccc(C)c2)n1	1	-1.1%	nt	-4%	0%	7%	0.1%	0%	i	27
N#CC1=C(N)N2C(=C(C#N)C1c1ccccc1)Sc1ccccc12 (stereo not drawn)	1.2	nt	0.1%	3%	-41%	4%	2.9%	-20%	i	55
COc1ccc(NC(=O)CSc2ncn[nH]2)c([N+](=O)[O-])c1	1	3.9%	-0.2%	0%	13%	17µM*	-1.2%	15%	i	9
O=C(COC(=O)c1ccc[nH]c1=O)Nc1cc(S(=O)(=O)N2CCCCC2)ccc1Cl	1.1	-2.2%	1.7%	6%	6%	5%	2.6%	2%	i	53
NC(=O)c1c(NC(=O)c2c(F)cccc2F)sc2c1CCN(Cc1ccccc1)C2	nt	-0.8%	-0.9%	nt	nt	nt	2.5%	nt	i	9
COc1ccccc1CN1C[C@@H]2C[C@@H](c3cccc(O)c3)N3CCC[C@@]23C1=O	1	0.1%	-1.4%	3%	11%	6%	-0.2%	14%	i	27
CC(=O)Nc1cc(NC(C)=O)cc(C(=O)NC(C)(C)C)c1	1	6.8%	-0.2%	3%	16%	6%	1.2%	5%	i	6
COc1ccc(-n2nc3c(c2NC(=O)C(C)Cl)CSC3)cc1 (stereo not drawn)	nt	3.6%	-1.0%	nt	nt	nt	0.1%	nt	i	22
CC1(C)CC(=O)C=C(Nc2ccc([N+](=O)[O-])cc2)C1	nt	0.0%	1.2%	nt	nt	nt	0.9%	nt	i	45
CCN1CCN(C(=O)CN(C)S(=O)(=O)c2ccc(Cl)cc2)CC1	1.1	2.5%	-0.3%	0%	-8%	-7%	0.8%	-5%	nt	nt
Cc1ccc(CNc2ccc3c(c2)OCO3)cc1	1	-1.3%	1.9%	5%	-34%	-4%	0.8%	-4%	i	17
Cc1ccc(Cn2ccc(-c3cnc(-c4ccccc4)s3)n2)cc1	1.2	-1.5%[50 µM]	1.4%	9%	1%	11%	19%	4%	i	36
COC(=O)c1cc(NC(=S)N2CCN(C(=O)C3CCCO3)CC2)cc(C(=O)OC)c1 (stereo not drawn)	1.1	0.8%	0.3%	-1%	-8%	-3%	-1.4%	4%	i	27
CCN(CC(=O)NCCCN1CCOCC1)S(=O)(=O)c1ccc(Cl)cc1	nt	-0.2%	-0.5%	nt	nt	nt	0.6%	nt	i	19
CC1CCN(S(=O)(=O)c2ccc3c(c2)NC(=O)CS3)CC1	nt	0.3%	-0.4%	nt	nt	nt	2.0%	nt	i	40
Cc1cc2cc(CNC(=S)Nc3ccc(OC(F)F)cc3)ccc2[nH]1	1.1	4.8%	0.5%	1%	-2%	-14%	11%	0%	i	33
COc1ccc(NC(=O)O/N=C2/CCCc3ccc(OC)cc32)cc1	1.1	0.8%	-0.7%	1%	19%	13%	9.2%	15%	i	13
COc1ccc2c(c1)-c1c(ssc1=S)C(C)(C)N2C(=O)CSC1=NCCS1	1	-0.1%	0.7%	6%	16%	13%	12%	18%	i	7
COc1ccc(NC(=O)c2cc(-c3ccco3)on2)cc1OC	nt	0.2%	-0.3%	nt	nt	nt	1.8%	nt	i	32
CC(O)(C#CCN1CCCC1)c1ccccc1 (stereo not drawn)	1.1	0.2%	-0.3%	1%	-7%	8%	-0.4%	1%	i	10
CC(C)(C)C(=O)NC(=O)Nc1ccccc1C(F)(F)F	nt	-0.3%	-0.7%	1%	nt	14%	1.0%	nt	i	28
OC(COc1ccc(OCC(O)CN2CCCCC2)cc1)CN1CCCCC1 (stereo not drawn)	nt	0.5%	-0.3%	nt	nt	nt	-0.1%	nt	i	59
COCCNC(=O)CSc1nc2cc(OC)c(OC)cc2c(=O)n1CCc1ccc(S(N)(=O)=O)cc1	1.1	0.0%	nt	-1%	1%	21%	-1.7%	-5%	i	29
COC(=O)C1=C(C(=O)c2ccccc2)C(c2cccs2)n2nnnc2N1 (stereo not drawn)	1	-0.5%	0.1%	10%	-8%	13%	-0.9%	-10%	i	52
CSc1cc(CS(=O)(=O)c2ccccc2)nc(-c2ccccc2)n1	nt	-1.7%[50 µM]	-0.9%	nt	nt	nt	2.7%	nt	i	21
COc1ccc(C(=O)N/C(=C\c2cn(C)c3ccccc23)C(=O)NCCCn2ccnc2)cc1OC	nt	0.9%	0.5%	nt	nt	nt	0.9%	nt	i	19
CCN(CC)CCCN=C(N)N	nt	nt	0.8%	5%	nt	-4%	0.1%	nt	i	25
Cc1cccc(C)c1NCc1nnc(SCC(=O)Nc2nc(-c3ccccc3)cs2)n1-c1ccccc1	1.1	1.8%	-1.0%	0%	2%	9%	0.2%	14%	i	45
CN(C)c1ccc(NC(=O)CSc2nc3ccccc3c(=O)n2CC2CCCO2)cc1 (stereo not drawn)	nt	0.6%	-0.3%	nt	nt	nt	1.1%	nt	i	49
O=C(O)c1ccccc1Sc1ncnc2sccc12	nt	0.4%[50 µM]	0.1%	9%	nt	12%	1.0%	nt	i	13
COc1ccc(-c2nn(C)c(=O)c3ccccc23)cc1CNC(=O)C1CCCCC1	nt	0.2%	0.6%	0%	nt	14%	?	nt	i	20
Brc1ccc(CSc2nnc3ccccn23)cc1	1	0.1%	-0.1%	3%	24%	24%	0.4%	-8%	i	20
CCn1nnc(-c2ccccc2NC(=O)c2cc(OC)c(OC)c(OC)c2)n1	1.1	1.1%	1.0%	2%	12%	7%	8.8%	13%	i	36
